Screening results deposited in PubChem BioAssay by National Center for Advancing Translational Sciences (NCATS).
HEK293 viab – counter-screen for SNCA expression inhibitors: cell viability. HEK-293-SNCA-luc viability, GF-AFC fluorescence, 24 h. Potency, µM (highest dose often 57.1 µM), without a hit: at the highest dose activity change, negative = cytotoxicity, hits mostly cytotoxic. 150,000 tested, 0.12% active;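 also: potency is read from the fitted curve at half-maximal effect; 0% = DMSO-treated cells and -100% = medium-only wells without cells; nearly all actives have a fitted effect of over 30% in size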
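HEK-293-SNCA-luc cells (1500/well) plated 24 h, then exposed 24 h to a dilution series; GF-AFC added 30 min at 37C, fluorescence 405/540 nm; normalised to medium-only and DMSO wells, Hill fit.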
FLuc inh – inhibitors of firefly (Photinus pyralis) luciferase. P08659. purified P. pyralis luciferase, luminescence, biochemical. Potency, µM (top dose mostly 115 µM), for inactives: top-dose activity change, negative = inhibition, hits mostly inhibitors. 76,000 tested, 2.5% active. AID 1347043; also: potency is read from the fitted curve at half-maximal effect; nearly all actives have a fitted effect of over 65% in size
Target sequence (P08659 whole entry, looked up): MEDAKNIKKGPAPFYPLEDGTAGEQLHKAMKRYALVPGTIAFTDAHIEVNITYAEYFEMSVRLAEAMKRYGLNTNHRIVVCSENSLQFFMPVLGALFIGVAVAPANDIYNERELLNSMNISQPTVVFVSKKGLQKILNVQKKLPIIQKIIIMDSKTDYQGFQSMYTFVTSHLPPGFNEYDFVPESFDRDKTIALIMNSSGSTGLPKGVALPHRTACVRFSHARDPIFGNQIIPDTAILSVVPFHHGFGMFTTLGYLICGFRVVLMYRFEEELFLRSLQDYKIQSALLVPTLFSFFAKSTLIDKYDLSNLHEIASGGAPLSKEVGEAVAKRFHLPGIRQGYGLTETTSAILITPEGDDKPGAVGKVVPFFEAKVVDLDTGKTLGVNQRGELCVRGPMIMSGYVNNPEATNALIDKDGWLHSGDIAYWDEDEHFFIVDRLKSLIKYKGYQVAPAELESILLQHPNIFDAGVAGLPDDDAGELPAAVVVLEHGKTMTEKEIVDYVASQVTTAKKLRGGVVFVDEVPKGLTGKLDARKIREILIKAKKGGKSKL
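Purified 10nM P. pyralis luciferase with 10uM D-luciferin and 10uM ATP in 50mM Tris acetate pH 7.5, 10mM Mg acetate, 0.01% Tween-20, 0.05% BSA. qHTS titration; luminescence read by CCD imager.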
GPT2 inh – inhibitors of human GPT2 alanine aminotransferase; Q8TD30; Recombinant GPT2, coupled pyruvate oxidase/HRP Amplex Red fluorescence; Potency, µM (highest dose often 57.7 µM), inactives show top-dose activity change, negative = inhibition, most hits filed as inhibitors; 100,000 tested, 0.25% active; AID 1671188; also: potency is read from the fitted curve at half-maximal effect; nearly all actives have a fitted effect of over 60% in size; many of its hits are not listed in these tables
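Fluorescence read-out: pyruvate from GPT2 turnover coupled to pyruvate oxidase, HRP and Amplex Red (0.2mM ThPP, 0.2U/mL PO and HRP, 50uM Amplex final). Substrates 250uM a-KG, 2mM L-alanine; enzyme 10ng/uL; 30 min RT.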
NIH3T3 tox – cytotoxic compounds in NIH 3T3 cells | NIH 3T3 viability, CellTiter-Glo ATP luminescence, 48-72 h | Potency, µM (top dose mostly 96.7 µM), without a hit: at the highest dose activity change, negative = cytotoxicity, usual class: inhibitors | 94,000 tested, 4.3% active | AID 1345082; also: potency is read from the fitted curve at half-maximal effect; nearly all actives have a fitted effect of over 55% in size
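Mouse fibroblast NIH 3T3 cells, 400 per well, received compound via pintool and were incubated for 48 or 72 hr prior to CellTiter-Glo ATP luminescence measurement.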
HEK cytotox – kills HEK 293 cells. HEK 293 viability, ATP luminescence (CellTiter-Glo), 48-72 h. 94,000 tested, 6.6% active. AID 1345083. Potency, µM (titrated, usually from 115 µM), without a hit: top-dose activity change, negative = cytotoxicity, most hits filed as inhibitors; also: potency is read from the fitted curve at half-maximal effect; nearly all actives have a fitted effect of over 60% in size
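HEK 293 cells at 250 cells/well were exposed to compounds by pintool transfer for 48 or 72 hr at 37 degree Celsius, 5% CO2. Viability was read as ATP-coupled luminescence with CellTiter-Glo after 10 min at room temperature.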
IP6K1 inh – blocks human inositol hexakisphosphate kinase 1 | Q92551 | IP6K1 kinase, ADP-Glo luminescence, 2 h; stronger effect = lower value | activity change, % (series mostly up to about 58 µM) | AID 1645851 | 140,000 tested, 0.81% active; in the data active = activity change below about -25%
Target sequence (Q92551 whole entry, looked up): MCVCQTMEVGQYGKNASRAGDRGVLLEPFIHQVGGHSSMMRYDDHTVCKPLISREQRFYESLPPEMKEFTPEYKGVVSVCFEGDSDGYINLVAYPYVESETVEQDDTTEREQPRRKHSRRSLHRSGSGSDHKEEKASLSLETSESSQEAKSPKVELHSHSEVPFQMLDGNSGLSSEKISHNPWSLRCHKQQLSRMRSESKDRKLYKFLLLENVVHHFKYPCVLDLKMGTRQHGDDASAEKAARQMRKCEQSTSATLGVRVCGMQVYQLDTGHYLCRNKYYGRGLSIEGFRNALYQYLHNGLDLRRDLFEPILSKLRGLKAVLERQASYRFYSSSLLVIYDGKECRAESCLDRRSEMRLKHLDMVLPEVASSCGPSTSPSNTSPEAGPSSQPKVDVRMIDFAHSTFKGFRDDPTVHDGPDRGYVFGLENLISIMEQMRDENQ
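ADP-Glo luminescence measures ADP made by human IP6K1 during a 2 h RT reaction with ATP/IP6 (mix at 1.3 mM/130 uM); top library doses 57.5 and 19.1 uM final.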
SNCA expr inhib – SNCA gene expression inhibition | 140,000 tested, 0.17% active | Potency, µM (series often up to 57.2 µM), for the others: at the top dose activity change, negative = inhibition, actives largely listed as inhibitors | HEK-293 SNCA-luciferase knock-in, luminescence, 24 h;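 also: potency is read from the fitted curve at half-maximal effect; plate controls were DMSO cells for no effect and cell-free wells for full effect; nearly all actives have a fitted effect of over 45% in size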
An asterisk follows results filed as active; i = inactive; ? = inconclusive; . = no result given; [ ] = dose if it differs, or a comment. Unless noted, calls follow the shape of the dose curve; as a rule, active = well fitted curve in the direction sought with a large enough effect; inconclusive = small, poorly fitted or top-dose-only effect, or another doubt; inactive = no such curve, though single readings can be large; an effect the other way counts as inactive or inconclusive. Unless noted, % is scaled to controls: 0 for no effect and ±100 for the full control effect. An excerpt; the hit share may differ from the screen's.

Keys – A = HEK293 viab; B = FLuc inh; C = GPT2 inh; D = NIH3T3 tox; E = HEK cytotox; F = IP6K1 inh; G = SNCA expr inhib
COc1ccc(CNC(=O)c2cc(-c3ccccc3F)nc3c2cnn3C)cc1
  A: .; B: .; C: .; D: ?; E: ?; F: 14; G: .

CC1=C(c2ccc(C(C)C)cc2)S(=O)(=O)NC1=NCc1ccc(OC(C)C)cc1
  A: -6%; B: .; C: .; D: .; E: .; F: 23; G: 7%

Cc1ccc(S(=O)(=O)N2CCCC(Cn3c(C4CC4)nc4cccnc43)C2)cc1F (stereo not given)
  A: -14%; B: -5%; C: i; D: -21%; E: ?; F: -6; G: -3%

CNC(=O)[C@@H](c1ccc(OC)cc1)N1CCC[C@H]1C(=O)NCCN1CCOCC1
  A: 0%[87.6 µM]; B: 3%[172 µM]; C: -7%[88.5 µM]; D: i; E: i; F: 26; G: 0%[87.6 µM]

CO[C@@](C(=O)N1CCOC[C@H]1c1ncc(-c2ccccc2)[nH]1)(c1ccccc1)C(F)(F)F
  A: 0%; B: 13%; C: 2%; D: 45µM*; E: ?; F: 2; G: -27%

CC1(C)[C@H](Cc2cc(CN3CCOCC3)on2)C[C@@H]1NS(=O)(=O)c1ccccc1
  A: -2%[87.6 µM]; B: -3%[172 µM]; C: -23%[88.5 µM]; D: -17%[138 µM]; E: -16%[172 µM]; F: 8; G: -18%[87.6 µM]

Cc1ccc(CSCCC(=O)N2CCN(c3ccc(F)cc3)CC2)cc1
  A: -3%; B: .; C: .; D: .; E: .; F: 8; G: 6%

CCc1ccccc1NC(=O)CSc1ncccc1C(=O)O
  A: 4%; B: .; C: .; D: .; E: .; F: -14; G: -1%

CCc1ccc(C(=O)N2C[C@@H](CO)[C@H](c3nc(C)no3)C2)cc1
  A: 2%; B: -2%; C: -4%; D: 2%; E: i; F: -6; G: -4%

COc1ccc(-c2cc(N3CCCN(C(=O)c4ccccn4)CC3)n[nH]2)cc1
  A: 7%; B: 3%; C: -5%; D: i; E: 10%; F: -10; G: 27%

CC(C)c1nc2nccc(-c3ccc4c(c3)OCCCO4)n2n1
  A: -12%; B: ?; C: i; D: ?; E: ?; F: -9; G: -21%

CCc1nnc(NC(=O)C2CC(=O)N(c3n[nH]c4cc(Br)ccc34)C2)s1 (stereo not given)
  A: 8%; B: -4%; C: 2%; D: ?; E: 5%; F: 1; G: -20%

CC(C)C(=O)N1CC[C@H]2COC(=O)N2c2cc(F)ccc2C1
  A: 8%[87.6 µM]; B: 0%[172 µM]; C: -5%[88.5 µM]; D: 4%[174 µM]; E: 5%[172 µM]; F: 0; G: -8%[87.6 µM]

COc1ccc(C(C)NC(=O)C2CCN(C(=O)c3ncn4c3COC(c3ccccc3)C4)CC2)cc1 (stereo not given)
  A: -1%; B: 28µM*; C: 4%; D: -13%; E: -6%; F: 4; G: 21%

CCNC(=O)NC[C@@H]1C=C(C)[C@H](Cc2nnc(-c3cncn3C)o2)C[C@H]1C(C)C
  A: -17%[87.6 µM]; B: -2%[172 µM]; C: -7%[88.5 µM]; D: ?; E: -10%[172 µM]; F: 4; G: 6%[87.6 µM]

CC1(c2ccccc2)N(Cc2ccc(O)cc2)C(=O)OC12CCN(C(=O)C1CCC1)CC2 (stereo not given)
  A: -1%[87.6 µM]; B: -9%[172 µM]; C: i; D: ?; E: ?; F: -13; G: -15%[87.6 µM]

CN1C(=O)C(CC(=O)N2CCCC2)=C2CCCCC21 (stereo not given)
  A: 2%; B: -2%; C: 0%; D: -6%; E: 3%; F: 3; G: -19%

CCC#CCN1Cc2cc(OC)ccc2N(CC(O)Cc2ccccc2)CCC1=O (stereo not given)
  A: .; B: .; C: .; D: ?; E: ?; F: -17; G: .

Cc1ccc(-c2cn3c(n2)CO[C@@H](CNS(=O)(=O)c2cccs2)C3)cc1
  A: -22%[87.6 µM]; B: -16%[172 µM]; C: i; D: ?; E: ?; F: -9; G: 6%[87.6 µM]

O=C(c1ccc2cccc(F)c2n1)N1CCOc2ccc(Cl)cc2C1
  A: -19%; B: -3%; C: -2%; D: ?; E: ?; F: -6; G: 2%

CC(C)Cc1nnc(NC(=O)C2CC(=O)N(c3n[nH]c4cccc(F)c34)C2)s1 (stereo not given)
  A: 2%; B: 0%; C: 3%; D: ?; E: ?; F: -1; G: 22%

Cc1ccc(NC(=O)Cn2cc3c(n2)CCC(C)C3)cc1C (stereo not given)
  A: -7%; B: .; C: .; D: .; E: .; F: 19; G: -3%

O=C(NC1CCN(Cc2ccccc2)CC1)c1ccc(Cn2c(=O)c3ccccc3n(Cc3ccc(F)cc3)c2=O)cc1
  A: 3%; B: .; C: .; D: .; E: .; F: -12; G: 34%[activator]

COc1ccccc1N1CCN(C(=O)CCc2nnc3n(C)c(=O)c4sccc4n23)CC1
  A: 18%; B: .; C: .; D: .; E: .; F: -10; G: 8%

O=C(Cn1c(=O)n(Cc2ccccc2)c(=O)c2sc3ccccc3c21)Nc1ccccc1F
  A: 1%; B: .; C: .; D: .; E: .; F: 5; G: 30%

CCN(CC)c1cc(C)c2cc(NC(=O)c3cccc(F)c3)ccc2n1
  A: -15%; B: .; C: .; D: .; E: .; F: 1; G: 47%[activator]

CN(C)c1ccc(CN2CCOC[C@H]2c2ncc(-c3cccc(Cl)c3)[nH]2)cc1
  A: -9%[87.6 µM]; B: -2%[172 µM]; C: ?; D: ?; E: 112µM*; F: 6; G: -27%[87.6 µM]

O=C(c1ccccc1OCC1CCCN(CC2=Cc3ccccc3OC2)C1)N1CCCCC1 (stereo not given)
  A: ?; B: 15%; C: 2%; D: ?; E: ?; F: 3; G: -15%

O=[S+]1([O-])NC2(CCCN(Cc3ccc(OC(F)(F)F)cc3)C2)CNc2ccccc21 (stereo not given)
  A: -5%; B: 4%; C: i; D: -10%; E: -22%; F: 17; G: -30%

CCc1cccc(NC(=O)COc2cc(=O)n(CC)c3ccccc23)c1
  A: 0%; B: .; C: .; D: .; E: .; F: -12; G: -6%

Continued; the last 2 above are carried over.
Keys – A = HEK293 viab; B = FLuc inh; C = GPT2 inh; D = NIH3T3 tox; E = HEK cytotox; F = IP6K1 inh; G = SNCA expr inhib
O=[S+]1([O-])NC2(CCCN(Cc3ccc(OC(F)(F)F)cc3)C2)CNc2ccccc21 (stereo not given)
  A: -5%; B: 4%; C: i; D: -10%; E: -22%; F: 17; G: -30%

CCc1cccc(NC(=O)COc2cc(=O)n(CC)c3ccccc23)c1
  A: 0%; B: .; C: .; D: .; E: .; F: -12; G: -6%

O=C(CN1CC2CC(C1)[C@H]1CCCC(=O)N1C2)N1CCN(c2ccccn2)CC1 (stereo not given in full)
  A: 7%; B: 2%; C: -14%; D: -11%; E: -26%; F: 18; G: 2%

O=C(CCC1N=C2c3ccccc3N=C(SCc3cccc(F)c3)N2C1=O)NC1CCCCC1 (stereo not given)
  A: -1%; B: .; C: .; D: .; E: .; F: -21; G: 0%

CCCN(CCC)C(=O)c1c[nH]c2ccc(S(=O)(=O)N(C)c3ccc(Cl)cc3)cc2c1=O
  A: 5%; B: .; C: .; D: .; E: .; F: 8; G: 3%

COc1ccc(C2Cn3cnc(C(=O)N4CCC(C(=O)Nc5ccc(F)c(F)c5)CC4)c3CO2)cc1 (stereo not given)
  A: 6%; B: -20%; C: -8%; D: -5%; E: -2%; F: -4; G: 19%

COc1ccc(C(=O)N2CCCC(n3cc(-c4nc(C5CC5)no4)nn3)C2)cc1F (stereo not given)
  A: 5%; B: 3%; C: i; D: -27%; E: -24%; F: 5; G: -49%

COCc1ccc2c(c1)c(OC(C)(C)C(=O)N1CCOCC1)nn2Cc1cccc(OC)c1
  A: 1%; B: -9%; C: 1%; D: 4µM*; E: -29%; F: 0; G: 17%

CC(=O)c1ccc(NC(=O)c2cc(S(=O)(=O)N3CCOCC3)ccc2C)cc1
  A: 3%; B: .; C: .; D: .; E: .; F: 7; G: 3%

COc1ccc(-n2nc(C(=O)Nc3cccc(C(F)(F)F)c3)c3c4ccccc4n(C)c3c2=O)cc1
  A: 7%; B: .; C: .; D: .; E: .; F: 3; G: 2%

COc1ccccc1CNC(=O)c1cccn1-c1nnc(N2CCCC2)s1
  A: -23%; B: .; C: .; D: .; E: .; F: -5; G: -16%

CCn1nccc1C(=O)N1CCCCCNC(=O)[C@H]2C[C@H](C(=O)N3CCc4ccccc4C3)C[C@H]21
  A: 0%; B: -6%; C: 2%; D: -17%; E: -36%; F: 13; G: -6%

Record cards, as listed above.
CCn1nccc1C(=O)N1CCCCCNC(=O)[C@H]2C[C@H](C(=O)N3CCc4ccccc4C3)C[C@H]21 as listed: HEK293 viab = 0%; FLuc inh = -6%; GPT2 inh = 2%; NIH3T3 tox = -17%; HEK cytotox = -36%; IP6K1 inh = 13; SNCA expr inhib = -6%
O=C(CN1CC2CC(C1)[C@H]1CCCC(=O)N1C2)N1CCN(c2ccccn2)CC1 (stereo not given in full) as listed: HEK293 viab = 7%; FLuc inh = 2%; GPT2 inh = -14%; NIH3T3 tox = -11%; HEK cytotox = -26%; IP6K1 inh = 18; SNCA expr inhib = 2%
O=C(CCC1N=C2c3ccccc3N=C(SCc3cccc(F)c3)N2C1=O)NC1CCCCC1 (stereo not given) as listed: HEK293 viab = -1%; FLuc inh = .; GPT2 inh = .; NIH3T3 tox = .; HEK cytotox = .; IP6K1 inh = -21; SNCA expr inhib = 0%

Continuation.
Keys – A = HEK293 viab; B = FLuc inh; C = GPT2 inh; D = NIH3T3 tox; E = HEK cytotox; F = IP6K1 inh; G = SNCA expr inhib
O=C(NCc1ccncc1)c1nc2c(o1)CCN(CCCc1ccccc1)CC2
  A: -11%[87.6 µM]; B: 2%[172 µM]; C: 0%[88.5 µM]; D: ?; E: ?; F: 7; G: -26%[87.6 µM]

Cc1noc(C)c1-c1cc2cc(CN3CCN(C)CC3)oc2c(NC2CCN(C)CC2)n1
  A: -13%[87.6 µM]; B: -5%[172 µM]; C: -8%[88.5 µM]; D: 89µM*; E: ?; F: 17; G: 2%[87.6 µM]

O=C(c1ccc(C(F)(F)F)cc1)N1CCC2(CN[S+](=O)([O-])c3ccccc3N2)C1 (stereo not given)
  A: 7%; B: 2%; C: 2%; D: -12%; E: -4%; F: -2; G: -4%

COC(=O)CNC(=O)N1CCC(Oc2ncccc2C(=O)N2CCCCC2)C1 (stereo not given)
  A: 4%; B: -8%; C: i; D: i; E: 5%; F: 27; G: 24%

CC(C)CCN1C(=O)CC[C@]2(C(=O)N(C)Cc3ccccc3)CCCC[C@@H]12
  A: ?; B: -6%; C: i; D: ?; E: ?; F: -8; G: -6%

Cc1ccccc1-c1nc2scc(CCNS(=O)(=O)c3ccccc3)n2n1
  A: -18%; B: .; C: .; D: .; E: .; F: 7; G: -2%
